# Bioassay records as filed in PubChem BioAssay.
# SR-BI DiI inh – blocks mouse SR-BI lipid uptake from DiI-HDL. Q61009. AID 488896. inhibition, % at 12.5 µM. hit rate 0.96% among 320,000. ldlA[mSR-BI] CHO cells, DiI-HDL uptake fluorescence, 3 h;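 active = mean replicate inhibition of at least 70% and a set share of replicates each scoring 70 or more; inconclusive = meets just one of the two criteria; inactive = fails both criteria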;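 also: 0% = median of neutral control wells and 100% = median of positive control wells; values of inactives mirror those of a sister screen read the other way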
# Target sequence (Q61009 whole entry, looked up): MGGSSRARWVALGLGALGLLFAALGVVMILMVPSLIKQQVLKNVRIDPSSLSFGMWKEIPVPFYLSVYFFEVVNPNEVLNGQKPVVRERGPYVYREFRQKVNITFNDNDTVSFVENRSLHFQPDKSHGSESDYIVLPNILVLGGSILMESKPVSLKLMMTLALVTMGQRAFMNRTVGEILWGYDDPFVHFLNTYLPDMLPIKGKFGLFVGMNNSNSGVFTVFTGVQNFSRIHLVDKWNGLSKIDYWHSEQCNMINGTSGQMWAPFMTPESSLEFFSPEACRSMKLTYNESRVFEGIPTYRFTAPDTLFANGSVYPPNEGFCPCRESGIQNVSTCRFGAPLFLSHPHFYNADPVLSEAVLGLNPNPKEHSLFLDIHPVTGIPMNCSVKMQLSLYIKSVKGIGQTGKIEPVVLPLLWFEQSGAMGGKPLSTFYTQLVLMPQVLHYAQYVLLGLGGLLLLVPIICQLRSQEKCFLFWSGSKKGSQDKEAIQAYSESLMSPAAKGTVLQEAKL
# Wnt act – activates Wnt/beta-catenin signaling in a reporter cell assay | activator, plate reader | activation, % at 9.35 µM | hit rate 1.2% among 300,000 | AID 743398; in the data active = activation above about 30%, passing the limit was not always enough; inconclusive = no clear call, values can overlap the other calls;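 also: 0% = neutral control wells and 100% = positive control wells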
# Tat export inh – blocks Tat-dependent protein export in E. coli; AID 488895; hit rate 0.036% among 340,000; inhibition, % at 10 µM; E. coli MC4100 TorA-mCherry Tat export, fluorescence;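 active = mean replicate inhibition at least 50% and at least half of replicates individually reaching 50%; inconclusive = only one of the two criteria met; inactive = neither criterion met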;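 also: exported cargo escapes ClpAP degradation while cytoplasmic cargo is degraded and loses fluorescence; 0% = median of neutral control wells and 100% = median of NaSCN control wells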
# AddAB inh – less growth of phage-infected E. coli with AddAB; E. coli expressing H. pylori AddAB, absorbance growth; inhibition, % at 11.9 µM; hit rate 0.29% among 330,000; AID 435030; in the data active = inhibition above about 12%;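 also: 0% = vehicle wells of infected cells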
# SR-BI DiI-HDL act – enhances SR-BI lipid uptake from DiI-HDL. CHO ldlA[mSR-BI] cells, DiI-HDL uptake fluorescence, 3 h; 100 = double the neutral-control signal. activation, % at 12.5 µM. hit rate 0.096% among 320,000;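 active = mean replicate activation of at least 60% and every replicate at or above 60%; inconclusive = mean or all-replicate condition met, but not both; inactive = mean below 60% and not all replicates reaching 60%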;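 also: 0% = median plate neutral-control signal and 100% = twice that signal; values of inactives mirror those of a sister screen read the other way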
#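 Test system: SR-BI-overexpressing, LDLR-lacking CHO cells; Also added: labelled HDL, 10 µg/mL; Measured by: bottom-read cell fluorescence after medium removal, ex 550/em 595 nm; Timing: 3 h uptake period with compound, 37 °C; Buffer or medium: F12, 0.5% BSA, 25 mM HEPES; Doses: single compound concentration, delivered by pin transfer.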
# MITF act – increases MITF-driven TRPM1 promoter luciferase signal. SK-MEL-5 TRPM1-promoter luciferase, 24 h; % of positive control, neutral wells = 0. activation, % at 12.5 µM. hit rate 0.75% among 300,000;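 active = mean activation of at least 80% with every replicate also reaching 80%; inconclusive = mean reaches 80% but some replicate falls short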;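 also: 0% = neutral control wells and 100% = parthenolide positive control wells; values of inactives mirror those of a sister screen read the other way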
# CAL PDZ FP-1 – human CAL PDZ-peptide interaction inhibition. Q9HD26. purified CAL PDZ, TMR-peptide fluorescence polarization, 1 h. inhibition, % at 20 µM. hit rate 0.02% among 330,000. AID 504414;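 active = highest replicate inhibition of at least 40%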;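 also: plate controls were DMSO neutral control wells for no effect and unlabeled competitor peptide control wells for full effect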
#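 Read-out basis: mP drop reported as inhibition | Assay system: Tagged CAL PDZ protein CerCALP, purified | Benchmarks: Unlabelled peptide for full inhibition, DMSO wells as neutral | Schedule: 1 h incubation at room temperature before polarization reading | Buffer or medium: Sodium phosphate/NaCl buffer pH 7.4 with TCEP, IgG, Thesit | Doses: Single point, 20 µM | Measured by: Fluorescence polarization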
# CAL PDZ FP-2 – blocks peptide binding to the human CAL PDZ domain | purified CAL PDZ, TMR-peptide fluorescence polarization, 1 h | inhibition, % at 24.9 µM | hit rate 0.92% among 300,000 | AID 602252;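 active = mean inhibition of at least 30% with at least half of replicates also reaching 30%; inconclusive = no clear call, values can overlap the other calls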;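 also: 0% = DMSO neutral control and 100% = excess unlabeled competitor peptide PRC23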
# Ecoli viability – counter-screen for AddAB inhibitors: E. coli growth inhibition; E. coli V3065 growth, OD600 absorbance, 18 h; inhibition, % at 11.9 µM; hit rate 0.27% among 330,000;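 active = inhibition above the campaign's mean inhibition across all tested compounds plus 3 SD, cut at about 9.9% in these data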;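 also: uninfected addAB+ strain grown without phage in ampicillin broth; 0% = DMSO wells and 100% = ciprofloxacin 0.95 µg/ml wells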
# phage Ecoli inh – E. coli growth loss with phage present; AID 651602; growth absorbance; inhibition, % at 11.9 µM; hit rate 0.26% among 360,000; in the data active = inhibition above about 11%
# The depositor's hits bear a star; ? = inconclusive; · = not tested or not shown.
SMILES,SR-BI DiI inh,Wnt act,Tat export inh,AddAB inh,SR-BI DiI-HDL act,MITF act,CAL PDZ FP-1,CAL PDZ FP-2,Ecoli viability,phage Ecoli inh
Cc1cc(NC(=O)COC(=O)C2COc3ccccc3O2)no1 (centres undefined),-7,·,0,0.9,7,-10,-0.7,-3,-1.0,2.5
O=C1CC(NS(=O)(=O)c2cccs2)CN1c1cccc(F)c1 (centres undefined),-21,-3,0,-1.6,21,-8,-0.2,·,-0.8,-2.1
Cc1cc(N2CCC(C)CC2)nc(SCC(=O)c2ccccc2)n1,60,-2,10,3.1,-60,1,-2.7,-3,0.7,0.3
CN(c1ccccc1)c1nc2ccsc2c(=O)s1,6,7,9,0.2,-6,99*,-1.7,-2,2.9,1.4
O=C(Nc1cc(S(=O)(=O)N2CCOCC2)ccc1N1CCCC1)c1cc(F)c(F)cc1Cl,-12,2,1,·,12,5,-0.7,-4,·,1.5
Cc1ccc(C(=O)Nc2scc(-c3ccccc3)c2C(=O)O)o1,-11,1,0,0.8,11,3,-2.6,4,1.6,1.1
O=C(O)c1cccc(NC(=O)c2ccc(CN3C(=O)c4ccccc4C3=O)cc2)c1,17,2,3,0.8,-17,·,-0.7,-2,-0.9,2.5
Cc1cc(NC(=O)CN2CCOCC2)n(-c2ccccc2)n1,-7,-1,1,1.8,7,·,0.3,·,-0.6,2.0
COCCn1nnnc1C(c1ccccc1OC)N1CCN(C(=O)c2ccco2)CC1 (centres undefined),·,1,12,1.9,·,-4,-0.6,12,-1.3,6.7
CC(=O)c1ccc(NC(=O)c2ccc3c(=O)n4c(nc3c2)CCCCC4)cc1,?,0,14,1.0,-81,-2,-2.2,2,-1.2,0.7
CCc1ccc(NS(=O)(=O)c2ccc3[nH]cc(C(=O)N(C)Cc4ccco4)c(=O)c3c2)cc1,-7,13,0,1.4,7,-1,-2.4,-1,0.8,1.9
CC(=O)Oc1ccc2c(c1)C(=O)c1ccccc1CO2,-1,7,-1,-0.7,1,2,·,2,0.5,4.6
N#CCCN(C(=O)COc1ccc(C#N)cc1)c1ccc(F)cc1,·,-3,-3,5.4,·,-18,0.1,0,-3.2,1.4
CCOC(=O)c1cnc2c(C(=O)OC)cccc2c1NCc1ccco1,-11,·,-3,2.5,11,-5,-1.5,·,1.3,1.4
CCOC(=O)c1c(S(=O)(=O)NCCc2ccco2)c(C)n(C)c1C,5,-1,-4,1.5,-5,2,-2.7,0,-2.5,-0.6
O=C(N/N=C/c1cc(Cl)ccc1O)c1ccccc1Br,78*,29,10,-5.1,-78,-4,0.3,-1,-0.4,-3.3
Cn1cccc1CC(=O)NNC(=O)Nc1ccc(F)cc1,-10,-4,1,1.3,10,1,-2.4,-1,-1.7,0.8
CCOC(=O)c1ccc(-c2ccc(/C=C(\C#N)C(=O)NCC3CCCO3)o2)cc1 (centres undefined),45,-2,6,-2.3,-45,12,-0.2,-2,1.8,0.8
CN(C)CCNC(=O)/C(=C/c1ccc(-c2cccc(Cl)c2)o1)NC(=O)c1ccccc1,·,·,0,3.2,·,-10,-3.4,-1,-1.4,3.5
COc1ccc(CCN(C(=O)Cn2nnc3ccccc32)C(C(=O)NCC2CCCO2)c2ccncc2)cc1OC (centres undefined),2,0,2,-2.3,-2,-1,-1.5,-6,-2.0,1.1

# Whole records, quoted from the list.
# O=C(N/N=C/c1cc(Cl)ccc1O)c1ccccc1Br as listed: SR-BI DiI inh: 78*; Wnt act: 29; Tat export inh: 10; AddAB inh: -5.1; SR-BI DiI-HDL act: -78; MITF act: -4; CAL PDZ FP-1: 0.3; CAL PDZ FP-2: -1; Ecoli viability: -0.4; phage Ecoli inh: -3.3
# COCCn1nnnc1C(c1ccccc1OC)N1CCN(C(=O)c2ccco2)CC1 (centres undefined) as listed: SR-BI DiI inh: ·; Wnt act: 1; Tat export inh: 12; AddAB inh: 1.9; SR-BI DiI-HDL act: ·; MITF act: -4; CAL PDZ FP-1: -0.6; CAL PDZ FP-2: 12; Ecoli viability: -1.3; phage Ecoli inh: 6.7

# Going on with the list.
SMILES,SR-BI DiI inh,Wnt act,Tat export inh,AddAB inh,SR-BI DiI-HDL act,MITF act,CAL PDZ FP-1,CAL PDZ FP-2,Ecoli viability,phage Ecoli inh
CSC(=S)N/N=C/c1ccc(N(C)C)cc1,-33,10,5,16*,33,33,-1.2,1,7.1,2.9
Cc1ccc(NC(=O)C2CCCN(S(=O)(=O)c3ccc4c(c3)oc(=O)n4C)C2)nc1 (centres undefined),-34,-2,-10,-0.1,34,-9,-0.2,·,-2.0,0.7
Cc1ccc(N2CCN(S(=O)(=O)c3ccc(C)cc3)CC2)cc1,-3,-2,-2,-0.2,3,·,-1.4,·,1.5,0.9
CCOc1ccc(N2CC(O)(c3cccs3)[N+]3=C2CCCC3)cc1 (centres undefined),-2,-2,1,0.1,2,-4,-1.1,8,2.5,1.1
O=C(NCCN1C(=O)S/C(=C/c2ccccc2)C1=O)C1CCCN1C(=O)c1cccs1 (centres undefined),2,2,-5,1.9,-2,2,-0.3,-3,0.7,1.8
COc1ccc(C2CC(c3cccs3)=NN2C(=O)CSc2nnnn2C)cc1OC (centres undefined),-10,-3,-14,4.6,10,-15,-2.9,-3,1.8,1.5
CC(C(=O)N1CCN(c2ccccc2)CC1)N1C(=O)C2CC=CCC2C1=O (centres undefined),-40,-1,-15,1.1,40,·,·,-5,-0.5,1.9
CC(=O)Nc1cc(C(=O)c2ccccc2)ccc1N1CCOCC1,4,·,6,1.2,-4,·,-2.7,-7,1.9,1.9
O=Nc1onc(-c2ccc([N+](=O)[O-])cc2)c1NO,-14,-2,-5,1.4,14,-9,18,-3,1.3,1.9
COc1ccc(-c2nnn(CC(=O)c3ccccc3)n2)cc1OC,7,-2,-4,1.4,-7,6,-2.9,-1,0.4,2.4
COc1cc2[nH]c(=S)nc(NCCCOC(C)C)c2cc1OC,19,1,-2,2.0,-19,-4,-1.7,42*,2.0,4.1
COc1ccccc1NC(=O)N1CCC(c2nc3ccccc3o2)CC1,-11,-3,-5,0.8,11,-1,-0.3,-1,-1.1,3.0
CCC(C)N(C(=O)CSc1nnc(-c2cccs2)n1C1CC1)C1CCS(=O)(=O)C1 (centres undefined),-5,1,-16,·,5,-2,-1.9,-1,·,1.9
COc1ccc(C2CC(c3ccccc3)=NN2C(=O)COC(=O)c2cccnc2Cl)cc1 (centres undefined),11,·,21,1.4,-11,8,-1.3,9,0.5,3.5
Cc1ccc(-c2nc(CNC(=O)c3cc(C)on3)cs2)cc1,-10,-2,-8,4.0,10,3,-1.8,-7,0.0,-0.6
CCn1c(CSCc2ccc(Cl)cc2)nnc1SCC(=O)Nc1cccc(C(=O)O)c1,-32,4,1,-1.9,32,4,-1.0,-1,0.0,3.3
O=C(COc1ccccc1)N(Cc1cccc(F)c1)C1CCS(=O)(=O)C1 (centres undefined),-29,0,4,-0.8,29,3,-1.5,-2,-2.1,0.9
Cc1c(C=O)c2ccccn2c1C(=O)c1cccc([N+](=O)[O-])c1,35,0,-4,1.2,-35,-12,-3.5,0,-0.4,6.1
Cc1cccc(Nc2nc(N)c([N+](=O)[O-])c(N3CCCC(C)C3)n2)c1 (centres undefined),24,·,11,0.5,-24,-8,-0.3,-20,-1.8,3.1
O=C1CC(c2ccccc2)C(=O)N2C(=O)CC(c3ccccc3)C(=O)N12 (centres undefined),-16,-1,-5,·,16,1,-0.2,1,·,3.9

# Three entries from above, sorted by the number in AddAB inh, falling.
mol	SR-BI DiI inh	Wnt act	Tat export inh	AddAB inh	SR-BI DiI-HDL act	MITF act	CAL PDZ FP-1	CAL PDZ FP-2	phage Ecoli inh
Cc1ccc(-c2nc(CNC(=O)c3cc(C)on3)cs2)cc1	-10	-2	-8	4.0	10	3	-1.8	-7	-0.6
COc1ccc(C2CC(c3ccccc3)=NN2C(=O)COC(=O)c2cccnc2Cl)cc1 (centres undefined)	11	·	21	1.4	-11	8	-1.3	9	3.5
CC(C(=O)N1CCN(c2ccccc2)CC1)N1C(=O)C2CC=CCC2C1=O (centres undefined)	-40	-1	-15	1.1	40	·	·	-5	1.9

# Remaining list, next part.
SMILES,SR-BI DiI inh,Wnt act,Tat export inh,AddAB inh,SR-BI DiI-HDL act,MITF act,CAL PDZ FP-1,CAL PDZ FP-2,Ecoli viability,phage Ecoli inh
O=C(Nc1ccc(S(=O)(=O)N2CCCCC2)cc1)c1ccc(F)cc1,22,-3,16,4.1,-22,-9,-2.8,-2,0.4,2.6
CCOC(=O)c1ccc(NC(=O)NC2CC3CCC(C2)N3Cc2nnnn2Cc2ccco2)cc1 (centres undefined),57,·,8,-1.0,-57,-7,·,-5,-0.4,1.6
COc1ccc(-c2csc(N3CCN(C(=O)c4ccccc4)CC3)n2)cc1,5,·,-1,-1.5,-5,·,0.3,-2,-1.8,3.1
CN(CC(=O)Nc1cccc(F)c1)C(=O)CC1CCCCC1,-1,3,4,-3.6,1,4,0.1,-7,-1.1,11*
Cc1sc(NC(=S)NC(=O)c2cccs2)nc1-c1ccc(CC(C)C)cc1,-14,-1,-5,-0.2,14,25,0.5,-5,-1.0,3.2
COc1ccc(Cl)cc1S(=O)(=O)N1CCC(C(=O)NC2CC2)CC1,-1,3,-1,0.5,1,4,-0.5,0,-1.8,1.3
Cc1ccnc(SCC(=O)O)n1,-36,·,0,2.3,36,-7,-0.5,0,0.5,2.3
Cc1nn(CC#N)c(=O)n1-c1cccc(F)c1,1,·,1,-1.3,-1,15,-3.1,-8,-1.9,2.5
CC(OC(=O)c1ccc2ncsc2c1)C(=O)NC1CCCCC1C (centres undefined),4,-4,-4,1.9,-4,10,-1.1,0,0.3,3.0
CC1CCCN(C(=S)Nc2ccc(S(=O)(=O)N3CCCCC3)cc2)C1 (centres undefined),-13,2,0,-0.8,13,·,0.3,1,2.0,1.2
Cc1oc(S(=O)(=O)N2CCCC2)cc1C(=O)Nc1ccccc1,-18,30,4,0.3,18,3,-0.7,-2,-2.7,3.6
Cc1cc(C(=O)OC(C)C(=O)NC2CCCCC2C)c(C)o1 (centres undefined),-28,-1,3,5.0,28,3,0.8,8,-0.2,0.7
COc1cccc(/C=C2\SC(=S)N(CCC(=O)N3CCCCC3CCO)C2=O)c1 (centres undefined),-13,-2,7,0.8,13,4,1.2,·,-1.1,0.3
CCN1CCCC(OC(=O)c2cc(-c3ccc(C)cc3)nc3ccccc23)C1 (centres undefined),28,-3,-20,3.5,-28,19,-1.0,5,-3.2,4.2
